Bioassay records: PubChem BioAssay, National Center for Advancing Translational Sciences (NCATS)
ELG1 repair inh: qHTS screen for small molecules that inhibit ELG1-dependent DNA repair in human embryonic kidney (HEK293T) cells expressing luciferase-tagged ELG1. HEK293T ELG1-luciferase reporter, luminescence, 16 h; DNA damage induced by 5-fluorouridine. Potency, µM (top dose mostly 46.1 µM), for inactives: at the top dose activity change, negative = inhibition, usual class: inhibitors. actives 2.3% (n = 330,000); further: potency means the concentration at half of the fitted maximal effect; on the % scale 0 is the no-effect control and ±100 the full control effect; nearly all actives have a fitted effect of over 55% in size
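Step one: seed 2,000 cells per well. Step two: pin-transfer compound or DMSO alongside 5-fluorouridine. Step three: incubate 16 hr, 37 °C, 5% CO2. Step four: add ONE-Glo, wait 30 min, read luminescence.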
Integrin act MD: qHTS for Activators of Integrin-Mediated Alleviation for Muscular Dystrophy; AID 624291, 2012; actives 0.064% (n = 350,000); alpha7betagal myoblasts, beta-gal FDG fluorescence, 48 h; Potency, µM (highest dose often 38.3 µM), inactives show top-dose activation, actives largely listed as activators;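 further: potency means the concentration at half of the fitted maximal effect; 100% = response of the positive control SU9516; nearly all actives have a fitted effect of over 60% in size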
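Alpha7betagal+/- myoblasts (passage 13) were plated 16-24 hr, then exposed to compounds (1:260 dilution of DMSO stock) for 48 hours at 37C. After MPER lysis, β-galactosidase reporter activity was read as FDG fluorescence (ex 480/em 540) after 30 minutes.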
Mito fusion yeast: qHTS Assay for Small Molecule Inhibitors of Mitochondrial Division or Activators of Mitochondrial Fusion; S. cerevisiae fusion-defective mutant growth rescue, CellTiterGlo 48 h; Potency, µM (highest dose often 46.1 µM), for the others: at the top dose growth rescue (activation), hits mostly activators; actives 0.23% (n = 320,000);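 further: potency means the concentration at half of the fitted maximal effect; % of control where 0% means no effect; nearly all actives have a fitted effect of over 45% in size; temperature-sensitive fusion mutants such as fzo1-1 at 37 °C on non-fermentable ethanol glycerol medium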
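Luminescent cell viability in 1536-well qHTS format served as the measure of rescued growth in ts fusion-mutant S. cerevisiae cultured on non-fermentable YPEG for 48 hours at 37C.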
TSHR antagonist: Antagonists of the Thyroid Stimulating Hormone Receptor: HTS campaign | Thyrotropin receptor (Homo sapiens), P16473 | TSHR-expressing cells, TSH-stimulated cAMP HTRF, 2 h; active compounds read low | activity change, negative = inhibition, % at 11.5 µM | actives 0.2% (n = 330,000) | AID 504810, 2011;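 active means activity change below a set negative limit, meaning inhibition stronger than a set level, cut at about -70% in these data; inconclusive means activity change between two set negative limits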; further: on the % scale 0 is the no-effect control and ±100 the full control effect
Target sequence (P16473 whole entry, looked up): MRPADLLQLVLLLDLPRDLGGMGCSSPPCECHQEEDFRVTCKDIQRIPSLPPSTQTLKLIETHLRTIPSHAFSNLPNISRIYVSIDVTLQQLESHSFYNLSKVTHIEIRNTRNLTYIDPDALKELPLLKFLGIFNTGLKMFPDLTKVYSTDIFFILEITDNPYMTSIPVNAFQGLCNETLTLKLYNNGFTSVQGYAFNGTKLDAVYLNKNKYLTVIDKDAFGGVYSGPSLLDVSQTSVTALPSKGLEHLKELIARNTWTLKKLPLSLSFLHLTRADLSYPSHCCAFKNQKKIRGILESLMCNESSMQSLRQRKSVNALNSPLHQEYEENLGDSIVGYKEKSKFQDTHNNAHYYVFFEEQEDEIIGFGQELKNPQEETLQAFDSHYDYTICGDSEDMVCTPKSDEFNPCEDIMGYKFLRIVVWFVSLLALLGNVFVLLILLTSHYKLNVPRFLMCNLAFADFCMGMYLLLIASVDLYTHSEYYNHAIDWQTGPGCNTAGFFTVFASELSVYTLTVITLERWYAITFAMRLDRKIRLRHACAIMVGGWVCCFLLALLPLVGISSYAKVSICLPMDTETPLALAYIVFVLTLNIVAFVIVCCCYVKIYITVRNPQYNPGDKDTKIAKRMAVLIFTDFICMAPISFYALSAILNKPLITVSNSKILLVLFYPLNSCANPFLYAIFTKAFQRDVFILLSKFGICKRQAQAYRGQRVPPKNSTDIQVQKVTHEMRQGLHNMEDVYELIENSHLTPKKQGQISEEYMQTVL
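Antagonism was scored as loss of TSH-driven cAMP in TSHR cells, stimulated with 4nM TSH (EC80) for 2 hours at 37 deg C and detected by homogeneous HTRF competition immunoassay.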
Tb PFK block: qHTS Assay to Find Inhibitors of T. brucei phosphofructokinase | ATP-dependent 6-phosphofructokinase (Trypanosoma brucei brucei), O15648 | T. brucei PFK, ADP-Glo luminescence | Potency, µM (doses to about 57.5 µM), inactives show at the top dose activity, negative = inhibition, hits mostly inhibitors | actives 0.17% (n = 330,000);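 further: potency means the concentration at half of the fitted maximal effect; 0% = uninhibited 1x PFK enzyme wells and -100% = no-enzyme wells; nearly all actives have a fitted effect of over 60% in size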
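ADP-Glo luminescence quantified ADP after 45 min at room temperature, with 1.25 nM T. brucei PFK, 0.1 mM ATP and 0.5 mM fructose-6-phosphate in pH 8.0 TEA buffer. qHTS titrations up to 57 µM; curves classified by quality.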
AT treatment: qHTS Assay for Identifying a Potential Treatment of Ataxia-Telangiectasia; […] A-T fibroblasts, KAP-1 phosphorylation AlphaLISA; neocarzinostatin DNA damage 30 min before lysis; actives 0.19% (n = 320,000); Potency, µM (top dose mostly 57.5 µM), for inactives: top-dose activation, most hits filed as activators; further: potency means the concentration at half of the fitted maximal effect; % of control where 0% means no effect; nearly all actives have a fitted effect of over 45% in size
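ATM-like activity read as KAP-1 phosphorylation via AlphaLISA donor/acceptor antibody pairs after lysis and 6 hr at 25C. Cells were ATM-null patient fibroblasts ([…], hTERT), dosed 60 min, then exposed to the DSB inducer NCS for 30 min.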
Eya2 inh: qHTS Assay for Inhibitors of the Phosphatase Activity of Eya2 | Protein phosphatase EYA2 (Homo sapiens), O00167 | recombinant Eya2, OMFP fluorescence dephosphorylation (OMFP is methylfluorescein phosphate) | Potency, µM (highest dose often 76.9 µM), inactives show at the top dose activity, negative = inhibition, actives largely listed as inhibitors | actives 0.006% (n = 330,000); further: potency means the concentration at half of the fitted maximal effect; on the % scale 0 is the no-effect control and ±100 the full control effect
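Eya2 protein (added as 0.2 uM solution) was preincubated with compound for 10 min at ambient temperature in 50 mM HEPES pH 7.5, 50 mM NaCl, 5 uM MgCl2, 0.05% BSA, 1 mM DTT. OMFP (added at 50 uM) then reacted 10 min; fluorescence read at 485/525 nm.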
PTAP TSG101 blk: qHTS Assay for Iinhibitors of HIV-1 Budding by Blocking the Interaction of PTAP/TSG101 | Tumor susceptibility gene 101 protein (Homo sapiens), Q99816 | Fluorescence polarization, FITC-PTAP peptide / Tsg101 binding | Potency, µM (top dose mostly 115 µM), without a hit: at the highest dose activity change, negative = inhibition, actives largely listed as inhibitors | 340,000 tested, under 10 active | AID 493005, 2010; active means well fitted inhibition curve with a large enough effect in the main read-out, with a control signal flat, not every such curve was filed as active; inconclusive means small, poorly fitted or top-dose-only effect, or effect the other way, or a change in a side signal; inactive means no such curve, though single readings can be large or run the other way; further: potency means the concentration at half of the fitted maximal effect; % of control where 0% means no effect
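Tsg101 binding domain (10 uM final) was mixed with compound and a FITC-labeled PTAP peptide (50 nM final) in HEPES pH 7.5 buffer with NaCl, Tween 20, EDTA and TCEP; fluorescence polarization was read after 20 min at r.t.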
TCR activator: Activators of T cell receptors: qHTS campaign; Potency, µM (titrated, usually from 9.22 µM), without a hit: at the highest dose activation of IL-2 secretion, actives largely listed as activators; 330,000 tested, under 10 active; primary human leukocytes, anti-CD3, IL-2 HTRF, 48 h; further: % of control where 0% means no effect
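Human primary leukocytes + a-CD3 beads + cpd, 48 hr; IL-2 in supernatant by HTRF (ex 320nm / em 665nm). No co-stimulatory signal supplied.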
Chronic BCR inh: qHTS Assay to Find Inhibitors of Chronic Active B-Cell Receptor Signaling; ABC-DLBCL IkBa-CBG/CBR reporter, luminescence ratio, 4 h; actives 0.05% (n = 340,000); Potency, µM (doses to about 46.1 µM), inactives show at the top dose ratio change, negative = lower green/red ratio, most hits filed as inhibitors; active means well fitted inhibition curve with a large enough effect in the signal ratio, with a control signal flat, not every such curve was filed as active; inconclusive means small, poorly fitted or top-dose-only effect, or effect the other way, or a change in a side signal; the % refers to the signal ratio;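 further: potency means the concentration at half of the fitted maximal effect; plate controls were basal doxycycline-induced cells for no effect and cells given 10 µM MG132 for full effect; MG132 reads +100%, hits lower the ratio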
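Concentration-response series (up to 46 uM) were applied to TMD8 dual-reporter cells for 4 h at 37C with doxycycline. Green/red ratio, after filter-overlap correction, defined %Activity; red signal alone was normalised to basal cells and zero luminescence.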
ASM inhibitor: Inhibitors of Secretory Acid Sphingomyelinase (S-ASM): qHTS; placental ASM, HMU-PC fluorogenic substrate, 60 min; Potency, µM (series often up to 57.5 µM), for the others: at the top dose activity change, negative = inhibition, hits mostly inhibitors; actives 0.006% (n = 340,000); further: potency means the concentration at half of the fitted maximal effect
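HMU-PC0 cleavage (9 uM final) by human placental ASM, 60 min at 37 °C following 10 min compound exposure at RT; stopped at pH 10, fluorescence Ex 386/Em 447 nm.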
Active calls of the source: *; u = inconclusive; x = no result given; [ ] = remark or other dose. Unless noted, the call rests on the fitted dose curve; in most records, active means well fitted curve in the direction sought with a large enough effect; inconclusive means small, poorly fitted or top-dose-only effect, or another doubt; inactive means no such curve, though single readings can be large; an effect the other way counts as inactive or inconclusive.

SMILES | ELG1 repair inh | Integrin act MD | Mito fusion yeast | TSHR antagonist | Tb PFK block | AT treatment | Eya2 inh | PTAP TSG101 blk | TCR activator | Chronic BCR inh | ASM inhibitor
CC(=O)c1cccc(NS(=O)(=O)c2cc3c(cc2C)NC(=O)CO3)c1 | -14% | 22% | -8% | 5 | 7% | 0% | 2% | -3% | 0% | -10% | -2%
Nc1nc(N)nc(-c2cc(C(F)(F)F)ccc2Cl)n1 | 10% | 11% | -10% | 2 | -4% | 5% | -37% | 0% | 0% | -5% | -7%
CCOc1ccc(NC(=O)N[C@@H](CCSC)C(=O)OC)cc1 | 2% | 11%[7.66 µM] | 7% | 19 | -2% | 0% | -21% | -10% | x | u | 3%
C=C(C)Cn1c(CCNC(=O)CCC)nc2ccccc21 | 0% | 22% | -4% | -1 | -4% | -5% | -10% | -6% | -4% | -2% | 2%
CC1(C)CC(NS(=O)(=O)c2ccc(F)cc2)CC(C)(C)N1 | 2% | 20% | -1% | -1 | 1% | -13% | -4% | -4% | 5% | 2% | 0%
COc1cc(CCC(=O)OCC(=O)Nc2ccc3c(c2)OCO3)cc(OC)c1OC | 14% | 0% | 6% | -7 | 0% | 1% | 3% | -1% | 0% | -5% | 0%
CC1=C(C)C(=O)OC(C(C)C2CCC3C4CC=C5CC(OC6OC(COC7OC(CO)C(O)C(O)C7O)C(O)C(O)C6O)CC(O)C5(C)C4CCC23C)C1 (configuration not stated) | -9% | 11% | 1% | -8 | -5% | 18% | -8% | -1% | 2% | u | -2%
CSCCC(NC(=O)c1ccccc1Br)C(=O)N1CCCCCCC1 (configuration not stated) | 13% | 25% | 7% | 1 | 0% | -7% | -12% | -3% | -2% | -1% | 9%
ClCc1nnc(-c2cc3c(s2)CCCC3)o1 | u | -55%[inhibitor] | -6% | 12 | 3% | -7% | 20% | 0% | -10% | u | 1%
CN(CC(=O)NC1CCCCCC1)S(=O)(=O)c1cnc[nH]1 | 13% | -31% | -3% | 2 | -2% | 2% | -14% | -5% | -2% | 6% | 3%
O=C(CCC1CCCN(C(=O)Cc2cccc(F)c2)C1)N1CCN(c2ccccn2)CC1 (configuration not stated) | u | 4% | 20% | 13 | 5% | 3% | -2% | 0% | 2% | u | -2%
CCC(=O)N1CCc2cc(S(=O)(=O)NCCCOC)ccc21 | 1% | -24% | 0% | 3 | -7% | 6% | 7% | -3% | -1% | 0% | 0%

5 neighbouring records out of the list so far, for reference:
SMILES | ELG1 repair inh | Integrin act MD | Mito fusion yeast | TSHR antagonist | Tb PFK block | AT treatment | Eya2 inh | PTAP TSG101 blk | TCR activator | Chronic BCR inh | ASM inhibitor
CC(=O)c1cccc(NS(=O)(=O)c2cc3c(cc2C)NC(=O)CO3)c1 | -14% | 22% | -8% | 5 | 7% | 0% | 2% | -3% | 0% | -10% | -2%
Nc1nc(N)nc(-c2cc(C(F)(F)F)ccc2Cl)n1 | 10% | 11% | -10% | 2 | -4% | 5% | -37% | 0% | 0% | -5% | -7%
CCOc1ccc(NC(=O)N[C@@H](CCSC)C(=O)OC)cc1 | 2% | 11%[7.66 µM] | 7% | 19 | -2% | 0% | -21% | -10% | x | u | 3%
C=C(C)Cn1c(CCNC(=O)CCC)nc2ccccc21 | 0% | 22% | -4% | -1 | -4% | -5% | -10% | -6% | -4% | -2% | 2%
CC1(C)CC(NS(=O)(=O)c2ccc(F)cc2)CC(C)(C)N1 | 2% | 20% | -1% | -1 | 1% | -13% | -4% | -4% | 5% | 2% | 0%

Other compounds
SMILES | ELG1 repair inh | Integrin act MD | Mito fusion yeast | TSHR antagonist | Tb PFK block | AT treatment | Eya2 inh | PTAP TSG101 blk | TCR activator | Chronic BCR inh | ASM inhibitor
C=CCCN(C1CCCC1)S(=O)(=O)c1ccccc1Br | 13% | -1% | -37%[inhibitor] | -23 | -1% | u | -4% | -2% | 1% | 1% | 0%
CCN(CC)S(=O)(=O)c1ccc(/C=C/C(=O)NC2CCCCC2)cc1 | u | -39% | 0% | 10 | -4% | 1% | 11% | -1% | 0% | u | -2%
Cc1ccc(C)c(OCC(=O)NNC(=O)c2ccc(=O)[nH]c2)c1 | -1% | 16% | -1% | 14 | -9% | 4% | 0% | -2% | 10% | 1% | 0%
COC(=O)c1cccc(NC(=O)C(C)(C)C)c1 | 30% | 5% | 5% | 12 | -2% | 6% | u | 2% | 7% | 2% | 0%
CCCCCC(=O)Nc1ccc(C2C(=O)c3ccccc3C2=O)cc1 | u | -18% | 8% | -4 | -5% | -4% | -6% | -8% | -5% | u | 3%
COc1cc2cc(C(c3nnnn3C(C)(C)C)N3CCC(C)CC3)c(=O)[nH]c2cc1OC (configuration not stated) | 3% | 5% | -1% | -10 | 2% | 2% | -17% | -5% | -1% | u | 73%[activator]
COC(=O)c1cc(S(=O)(=O)N2CCC(C)CC2)cn1C | 20% | 3% | 31% | 25 | -16% | -6% | 9% | -4% | 0% | 2% | 7%
C[C@H](CO)N1C[C@H](C)[C@@H](CN(C)S(C)(=O)=O)Oc2ccc(NC(=O)Nc3ccc(C(F)(F)F)cc3)cc2C1=O | 0% | -14% | x | 0 | -1% | 2% | -38% | -2% | -7% | 4% | -13%
O=C(c1csc2c1CCCCC2)N1CCN(c2ncccn2)CC1 | u | 0% | 6% | -11 | -1% | 7% | -2% | -8% | 4% | 17% | 0%
NC(=O)COC(=O)c1ccc(Cl)c(S(=O)(=O)N2CCN(c3ccc(F)cc3)CC2)c1 | u | 14% | -1% | -3 | 0% | -3% | 7% | -4% | -1% | u | -4%
COc1cccc(OCCCCN2CC(C)OC(C)C2)c1 (configuration not stated) | -7% | -7% | 17% | -1 | -5% | 3% | -3% | -6% | -2% | 11% | 3%
CCCn1nc2cc(C(=O)NCc3ccccc3)ccc2c1OCC | u | 13% | 12% | 2 | u | 5% | -1% | -2% | 6% | u | 42%[activator]
O=C(COc1ccccc1)NC1CCCN(Cc2ccccc2F)C1 (configuration not stated) | 0% | -5% | 2% | -2 | 0% | 4% | -4% | -4% | -2% | 1% | -1%
CC(=O)c1cccc(OCc2cc(C(=O)N(C)CCC3CCOCC3)no2)c1 | u | -15% | 5% | -5 | 0% | -3% | 14% | -5% | -1% | -11% | -2%
Cc1cc(C(F)(F)F)nn1CC(=O)NNC(=S)Nc1ccc(F)cc1 | -10% | -3% | 5% | 0 | 3% | 2% | 5% | 0% | -2% | u | 6%
O=C(Cc1ccccc1[N+](=O)[O-])NCc1ccncc1 | 6% | 4% | -3% | -7 | -1% | 4% | -2% | 2% | 2% | 1% | -4%
O=C(Nc1ccc2c(c1)OCO2)c1ccc(Br)o1 | u | -16% | 0% | 5 | -2% | x | 8% | -5% | -6% | u | 1%
NC(=O)c1c(NC(=O)Cn2nc(C(=O)O)c3ccccc3c2=O)sc2c1CCCC2 | -20% | 5% | -2% | 10 | 10% | -5% | -7% | 0% | -2% | -4% | -1%
CCOC(=O)c1c(Nc2ccc(Cl)cc2)sc(/C=C2\C=Nc3ccccc32)c1O | -10% | 19% | -1% | 2 | 3% | 4% | -15% | 11% | x | u | -7%
